ATG4B inhibitor – inhibitors of human ATG4B cysteine protease. Q9Y4P1. ATG4B cleavage of LC3-PLA2, NBD-HPC fluorescence, 1 h. inhibition, % at 8.33 µM. 340,000 compounds, 0.51% hits. AID 504462; in the data active = inhibition above about 40%
CXCR6 block – blocks human CXCR6 beta-arrestin recruitment | 360,000 compounds, 0.36% hits | O00574 | CHO-K1 PathHunter CXCR6 beta-arrestin, luminescence | inhibition, % at 20 µM; in the data active = inhibition above about 34%, passing the limit was not always enough;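 note: antagonist mode with CXCL16 agonist at 10 nM final; 0% = 10 nM CXCL16 with DMSO and 100% = unstimulated wells without agonist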
APJ antag – antagonists of human APJ apelin receptor | P35414 | CHO-K1 APJ beta-arrestin complementation, luminescence | 330,000 compounds, 0.32% hits | inhibition, % at 20 µM | AID 2521;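 active = inhibition above about 40% at 20 µM, limit read from the data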;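 note: cells challenged with 10 nM apelin-13 agonist together with compound; plate controls were apelin-13 plus DMSO wells for no effect and DMSO wells lacking apelin-13 for full effect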
Target sequence (P35414 whole entry, looked up): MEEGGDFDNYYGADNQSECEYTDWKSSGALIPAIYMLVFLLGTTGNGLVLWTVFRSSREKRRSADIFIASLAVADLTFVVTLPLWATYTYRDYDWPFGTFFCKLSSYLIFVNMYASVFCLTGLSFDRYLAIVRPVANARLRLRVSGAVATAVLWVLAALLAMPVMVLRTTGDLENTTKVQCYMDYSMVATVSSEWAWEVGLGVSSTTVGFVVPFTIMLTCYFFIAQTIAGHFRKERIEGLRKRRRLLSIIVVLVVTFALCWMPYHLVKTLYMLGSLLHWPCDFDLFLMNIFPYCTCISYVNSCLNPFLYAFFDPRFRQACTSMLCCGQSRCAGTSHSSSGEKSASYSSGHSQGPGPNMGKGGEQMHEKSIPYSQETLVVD
EBI2 block – antagonists of human EBI2 receptor | P32249 | EBI2 beta-arrestin recruitment, luminescence, 7a,25-OHC stimulated | inhibition, % at 5 µM | 360,000 compounds, 0.81% hits; in the data active = inhibition above about 38%;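 note: enzyme fragment complementation signal reports receptor beta-arrestin coupling in cells; 0% = agonist plus DMSO wells and 100% = wells without agonist; some results beyond the cut were filed as inactive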
Target sequence (P32249 whole entry, looked up, the tested form may be a part): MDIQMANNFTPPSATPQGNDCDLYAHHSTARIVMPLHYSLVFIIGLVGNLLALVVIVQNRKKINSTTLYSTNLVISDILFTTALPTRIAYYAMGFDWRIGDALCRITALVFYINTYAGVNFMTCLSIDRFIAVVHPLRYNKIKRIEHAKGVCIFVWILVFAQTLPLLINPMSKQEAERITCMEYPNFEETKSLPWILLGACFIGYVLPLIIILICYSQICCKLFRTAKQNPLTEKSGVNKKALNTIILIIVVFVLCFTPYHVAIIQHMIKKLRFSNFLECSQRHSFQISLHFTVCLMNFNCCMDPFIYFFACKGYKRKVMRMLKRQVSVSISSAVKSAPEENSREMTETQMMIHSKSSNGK
CCR6 antagonist – CCR6 (human) receptor antagonism; inhibition, % at 20 µM; 340,000 compounds, 0.49% hits; CHO-K1 CCR6 PathHunter beta-arrestin, luminescence, CCL20-stimulated; P51684;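 active = compounds whose inhibition of the agonist-driven luminescence signal at 20 µM reaches about 50%, limit read from the data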;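 note: cells stimulated with CCL20 at 14 nM final; plate controls were DMSO with CCL20 for no effect and DMSO without agonist for full effect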
APJ agonist – APJ receptor agonism. activation, % at 20 µM. CHO-K1 APJ PathHunter beta-arrestin, luminescence; 0% DMSO wells, 100% apelin. P35414. 330,000 compounds, 0.11% hits;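 active = activation more than six SD over the plate average, tested at 20 µM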;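 note: 0% = DMSO alone and 100% = apelin-13 at 10 nM; some results filed as inactive read as strong as hits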
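Test system: CHO-K1 APJ beta-arrestin complementation cell line | Compound: Single test compound dose, 20 µM final, 1% DMSO | Incubation: Compound 90 min 25 °C, reagent 1 h | Measured by: beta-gal luminescence | Read-out basis: APJ–arrestin association signal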
UBC13 polyUb – blocks human UBC13 polyubiquitin chain formation; TR-FRET; inhibition, % at 20 µM; 330,000 compounds, 0.47% hits; in the data active = inhibition above about 45%, passing the limit was not always enough
Target sequence (P61088 whole entry, looked up): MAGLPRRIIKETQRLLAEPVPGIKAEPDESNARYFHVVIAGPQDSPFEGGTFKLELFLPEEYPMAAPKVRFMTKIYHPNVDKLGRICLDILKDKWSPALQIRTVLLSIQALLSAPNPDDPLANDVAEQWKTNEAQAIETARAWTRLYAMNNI
Gli-Sufu block – blocks Gli-Sufu signaling in a luciferase reporter; AID 588413; inhibition, % at 5 µM; Sufu-KO-LIGHT fibroblasts, Gli luciferase reporter luminescence; 340,000 compounds, 0.74% hits;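 active = inhibition above about 55%, limit read from the data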;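 note: 0% = DMSO-treated cells and 100% = wells with medium but no cells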
Starred values were filed as active, the others as inactive; x = no result given.

[1] CCc1nnc(NC(=O)CSc2nnc(-c3ccccc3O)n2CC)s1
[2] CC(O)CN(CC(C)O)c1ccc2c(c1)Cc1cc([N+](=O)[O-])ccc1-2 (configuration not stated)
[3] CCC/C(=C1/C(=O)CC(C)(C)C(C(=O)OC)C1=O)N1CCCC1 (configuration not stated)
[4] O=C(Cc1cccs1)N1CCN(C(=O)C2CCCO2)CC1 (configuration not stated)
[5] CCCC(c1nnnn1C(C)(C)C)N1CCN(Cc2ccccc2OC)CC1 (configuration not stated)
[6] O=S(=O)(/N=C(/Nc1ccccc1F)c1ccccc1)c1ccccc1
[7] CCn1c(C)cc(/C=C2/SC(=S)N(CC(=O)O)C2=O)c1C
[8] CN(C(=O)CN1C(=O)C2C3CC(C(Br)C3Br)C2C1=O)C1CCCCC1 (configuration not stated)

assay / entry	1	2	3	4	5	6	7	8
UBC13 polyUb	2	x	-4	-10	1	6	-60	6
ATG4B inhibitor	2	-2	-4	1	-1	5	0	-16
CCR6 antagonist	-15	55*	-13	1	6	11	21	6
APJ agonist	-5	x	3	-5	-1	-2	1	-3
Gli-Sufu block	3	-18	2	6	15	-2	4	1
EBI2 block	-1	10	10	4	13	4	-12	-20
CXCR6 block	-5	38*	1	3	14	-12	6	-15
APJ antag	-4	x	1	3	-20	10	24	8

[9] Cc1ccc(NC(=O)CCc2nc3ccccc3[nH]2)cc1C
[10] CCOC(=O)c1c(-c2ccc(OC)cc2)csc1NC(=O)CCN1C(=O)c2ccccc2C1=O
[11] CC1CCCN(c2nc(-c3cccnc3)nc3scc(-c4ccccc4)c23)C1 (configuration not stated)
[12] S=C(NCCc1ccccn1)NC1CC2CCC1C2 (configuration not stated)
[13] CN(CC(=O)Nc1ccc(S(=O)(=O)N2CCCC2)cc1)Cc1c(F)cccc1Cl
[14] O=C1C(Cl)=C(N2CCOCC2)C(=O)N1c1cccc(Cl)c1
[15] Cc1ccc(NC(=O)C2CCN(C(=O)NCc3ccccc3)CC2)cc1C
[16] Cc1cc(NC(=O)COC(=O)[C@H](Cc2ccccc2)NC(=O)c2ccco2)no1

assay / entry	9	10	11	12	13	14	15	16
UBC13 polyUb	-4	6	18	8	-2	-8	-2	x
ATG4B inhibitor	6	5	-2	4	6	4	-4	-6
CCR6 antagonist	14	-6	11	-9	13	-3	4	1
APJ agonist	-7	-2	0	0	1	-5	4	x
Gli-Sufu block	-1	-5	6	-9	3	10	28	0
EBI2 block	6	12	-7	-2	5	-5	18	-16
CXCR6 block	-5	21	-9	-5	-3	2	2	-10
APJ antag	-7	16	0	9	20	5	-11	x

[17] COc1ccc(CCN(C)C(=O)c2c(C)nn(-c3ccccc3)c2C)cc1OC
[18] COc1ccc(CCNC(=O)Cc2ccc(Cl)cc2)cc1OC
[19] Cc1ccc(S(=O)(=O)N2CCCCC2)cc1NC(=O)CSc1ccc2c(c1)OCCO2
[20] O=C(Nc1ccccc1F)c1ccccc1-c1ccccc1
[21] CCCn1nnnc1NC(=O)COc1ccc(Cl)cc1C
[22] CCC1CCCCN1C(=O)CSc1nnc(N)s1 (configuration not stated)
[23] CCOc1ccc(C(C)NC(=O)c2cc(=O)[nH]c3ccccc23)cc1OCC (configuration not stated)
[24] O=C(CCC(=O)Nc1ccc(F)cc1)N/N=C/c1cccs1

assay / entry	17	18	19	20	21	22	23	24
UBC13 polyUb	8	-4	-8	6	2	8	-2	3
ATG4B inhibitor	-1	2	-1	1	-8	-1	-3	3
CCR6 antagonist	10	-5	8	15	0	0	2	5
APJ agonist	-3	-1	-1	1	-1	0	-1	-3
Gli-Sufu block	-5	-1	2	2	11	3	6	-2
EBI2 block	0	2	-2	-2	-7	-2	8	6
CXCR6 block	-1	-21	2	-3	-3	-4	-16	6
APJ antag	0	-2	7	-8	-12	13	2	7

[25] COc1ccc([C@@H]2[C@@H]3C(=O)N(C(C)(C)C)C(=O)[C@@H]3[C@]3(Cc4ccccc4)C(=O)N(c4cccc(C)c4)C(=O)N23)cc1
[26] Cc1cccc(C2=NN(c3ccccc3)[C@@H](C(=O)N3CCOC3=O)[C@@H]2c2ccccc2)c1
[27] CN(C)S(=O)(=O)c1cccc(NC(=O)COc2cccc3ccccc23)c1
[28] COc1ccc(C(=O)CSc2nnc(-c3cnccn3)n2Cc2ccco2)cc1
[29] O=C(CSc1ncn[nH]1)Nc1nnc(-c2ccccc2)s1
[30] O=C(N/N=C/c1ccc(Cl)cc1)c1sccc1OCc1ccc(F)cc1
[31] CCCOC(=O)c1sc2nc3c(cc2c1N)C(=O)CCC3
[32] O=C(CSc1ccc2nnc(-c3cccnc3)n2n1)NCc1ccco1

assay / entry	25	26	27	28	29	30	31	32
UBC13 polyUb	-12	x	0	-2	-5	-2	-6	-1
ATG4B inhibitor	-1	0	-14	-7	1	-10	-8	-2
CCR6 antagonist	4	7	5	11	4	2	13	-4
APJ agonist	5	x	-1	-3	0	-4	2	-2
Gli-Sufu block	-10	-4	-1	-2	-26	4	0	82*
EBI2 block	9	-3	-1	9	0	34	-1	-5
CXCR6 block	-5	8	-32	6	-2	5	1	-7
APJ antag	-42	x	-59	1	13	28	1	17

Complete entries, looked up by structure.
CCCOC(=O)c1sc2nc3c(cc2c1N)C(=O)CCC3 is listed with UBC13 polyUb = -6; ATG4B inhibitor = -8; CCR6 antagonist = 13; APJ agonist = 2; Gli-Sufu block = 0; EBI2 block = -1; CXCR6 block = 1; APJ antag = 1
CN(C(=O)CN1C(=O)C2C3CC(C(Br)C3Br)C2C1=O)C1CCCCC1 (configuration not stated) is listed with UBC13 polyUb = 6; ATG4B inhibitor = -16; CCR6 antagonist = 6; APJ agonist = -3; Gli-Sufu block = 1; EBI2 block = -20; CXCR6 block = -15; APJ antag = 8
CCOC(=O)c1c(-c2ccc(OC)cc2)csc1NC(=O)CCN1C(=O)c2ccccc2C1=O is listed with UBC13 polyUb = 6; ATG4B inhibitor = 5; CCR6 antagonist = -6; APJ agonist = -2; Gli-Sufu block = -5; EBI2 block = 12; CXCR6 block = 21; APJ antag = 16

Remaining list, next part
[33] Cc1ccc2sc(N(CCCN(C)C)C(=O)c3ccc(Br)s3)nc2c1C
[34] COc1ccccc1N(CC(=O)NCCSc1ccc(Cl)cc1)S(C)(=O)=O
[35] O=C(CCl)N1CCN(S(=O)(=O)c2ccc3ccccc3c2)CC1
[36] CCCCCCSc1ccc(-c2nc3cnccn3c2NCCCC)cc1
[37] CN(C)CCN1C(=O)c2oc3ccc(F)cc3c(=O)c2C1c1ccncc1 (configuration not stated)
[38] CCCCCc1c2c(cc(O)c1C(=O)O)OC(=O)c1c(cc(OC)cc1C(=O)CCCC)O2
[39] Cc1cccn2c(=O)c3cc(C(=O)NCCN4CCOCC4)c(=N)n(CCCN4CCOCC4)c3nc12
[40] CC1=CC2=NC(=O)CC(C)(C(=O)N(CC(=O)NC3CCCC3)c3cc(C)cc(C)c3)N2C=C1 (configuration not stated)

assay / entry	33	34	35	36	37	38	39	40
UBC13 polyUb	32	0	4	37	-8	-15	2	5
ATG4B inhibitor	12	-7	6	-3	-8	16	-6	-8
CCR6 antagonist	0	6	-10	-7	-8	6	8	-12
APJ agonist	-2	-2	2	0	-1	-3	1	0
Gli-Sufu block	5	-4	-5	16	-2	8	17	-6
EBI2 block	-4	80*	-2	10	-9	7	3	14
CXCR6 block	-6	-5	-17	-12	-8	-5	1	-8
APJ antag	10	1	-17	-11	6	-28	-15	-6

[41] Cc1cc(NC(=O)Cn2ccsc2=N)c([N+](=O)[O-])cc1C
[42] CCN(C(=O)CSc1nncn1-c1ccccc1)c1c(N)n(Cc2ccccc2)c(=O)[nH]c1=O
[43] Cc1ccc(C(=O)CC2(O)C(=O)N(C)c3ccccc32)o1 (configuration not stated)
[44] [O-][n+]1onc2c1CCc1nnc(-c3ccccc3)cc1-2
[45] Cc1cc(N2CCOCC2)nc2ccc(NC(=S)N3CCN(Cc4ccccc4)CC3)cc12
[46] COc1cccc(OC)c1NC(=O)C1CCCN1C(=O)NCc1ccccc1 (configuration not stated)
[47] O=C(COc1cccc(C(F)(F)F)c1)Nc1cccc(S(=O)(=O)NC2=NCCCCC2)c1
[48] N#Cc1ccc(OCC(=O)NCC2(N3CCCCC3)CCCCC2)cc1

assay / entry	41	42	43	44	45	46	47	48
UBC13 polyUb	-4	13	2	3	-6	1	x	-17
ATG4B inhibitor	9	-3	-9	-6	-10	-13	-56	-9
CCR6 antagonist	12	-6	-4	13	-1	-3	0	2
APJ agonist	-3	0	-2	-4	3	-1	x	0
Gli-Sufu block	-9	6	0	-2	19	2	5	9
EBI2 block	-3	-2	-2	8	16	-10	2	-10
CXCR6 block	4	-1	2	8	1	5	-10	1
APJ antag	4	-2	0	10	-12	-10	x	-10

[49] C=CCN=C(NC#N)SCC(=O)NC(C)(C)C
[50] CC(=O)Nc1ccc(S(=O)(=O)n2nc(C)cc2C)cc1
[51] CCc1nnc(NC(=O)c2ccc(NC(=O)C(C)C)cc2)s1
[52] CCCCNC(=O)CN1C(=O)NC2(CCOc3ccccc32)C1=O (configuration not stated)
[53] Cc1ccc(/C=C(\NC(=O)c2ccc(C)cc2)c2nc(=S)[nH][nH]2)cc1
[54] Cc1[nH]n(-c2ccccc2)c(=O)c1C=Nc1ccc(S(=O)(=O)Nc2nccs2)cc1
[55] O=C(CN1C(=O)CCC1=O)NCC12CC3CC(CC(C3)C1)C2
[56] O=C(/C=C/c1ccccc1)NCC(=O)N/N=C/c1ccccc1[N+](=O)[O-]
[57] O=C(NCc1ccco1)C1CCCN(S(=O)(=O)c2cnc[nH]2)C1 (configuration not stated)
[58] CCOC(=O)C1CCCCN1Cc1ccc(F)cc1 (configuration not stated)
[59] Cc1ccc([C@H]2C(C#N)=C(N)Oc3cc(C)oc(=O)c32)o1

assay / entry	49	50	51	52	53	54	55	56	57	58	59
UBC13 polyUb	-1	-1	7	3	20	-21	-2	-6	7	3	3
ATG4B inhibitor	-6	-2	-5	4	-5	-7	-12	-4	-2	7	-6
CCR6 antagonist	4	-4	6	4	36	30	-7	-13	-5	8	5
APJ agonist	0	1	-3	-1	-4	-3	-1	-1	-4	-4	-1
Gli-Sufu block	4	-4	-28	-4	-4	-17	-5	-23	-5	1	0
EBI2 block	1	-8	5	11	-1	-7	-3	9	-4	0	-7
CXCR6 block	-5	0	9	6	24	16	-15	-2	3	-4	0
APJ antag	-20	20	3	18	23	13	7	-7	7	12	4

High-throughput results: PubChem, Sanford-Burnham Center for Chemical Genomics
